# Source: PubChem BioAssay (Small Molecule Screening Facility, UW Madison)
# PriA SSB inh – inhibitors of Klebsiella pneumoniae PriA binding to SSB C-terminal tail, primary screen, biochemical, AlphaScreen | AlphaScreen SSBct-PriA binding, biotinylated peptide | inhibition, % at 33 µM | AID 1272365, 2023 | 0.6% of 430,000 active; in the data active = inhibition mostly above about 37%, no sharp cut-off; inactive = mostly below about 20%;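 note: plate controls were negative control peptide for no effect and reference peptide for full effect; strong numbers were not always called active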
# * = called active by the depositor; & = joins results of further samples. These rows are one share of the data, so the mix of outcomes need not match the whole.
SMILES,PriA SSB inh
O=S(=O)(NC[C@]1(O)CCc2ccccc21)c1ccc2c(c1)OCCO2,-6
CC(=O)Nc1ccc(S(=O)(=O)NCCc2ccc(N(C)C)cc2)c(C)c1,4
Cc1cc(NC(=O)c2ccc(S(=O)(=O)N(C)Cc3ccccc3)cc2)on1,-8&-1
O=C(c1ccc2c(c1)OCO2)N1CCN(Cc2nc(C3CC3)cs2)CC1,-13
CC(C)(C)C(=O)NCc1nccc(N2CCOCC2)n1,-9
COCCNC(=O)NCCn1nc(C2CC2)cc1C1CC1,-9
COC(=O)c1sccc1S(=O)(=O)Nc1ccccc1-c1cn2ccsc2n1,-3
O=C(NCc1cccnc1-c1ccsc1)c1cc2ccccc2s1,-7
CC(=O)c1cccc(NC(=O)CCCn2nc(-c3ccc(F)cc3)ccc2=O)c1,-10
Cc1cc(-c2nnc(NC(=O)c3ccccc3F)o2)n(C)n1,-13&-7
Cc1sc2ncnc(N3CCN(c4ccccn4)CC3)c2c1-c1ccc(F)cc1,-3
CN(C)C(CNS(=O)(=O)c1ccc(F)cc1)c1cccs1 (stereo not given),8
COC(=O)c1cc(Nc2cccc(F)c2)c2cc(Cl)ccc2n1,-14
CC(C)(C)n1ncc2c(=O)n(NC(=O)COc3ccccc3F)cnc21,-2
CCS(=O)(=O)c1ccc(C(=O)Nc2nc3ccc(NC(C)=O)cc3s2)cc1,-5
O=C(CCCN1C(=O)/C(=C/C=C/c2ccccc2)SC1=S)NC1=NCCS1,6
Cc1cc(C(=O)N2CCNC(=O)C2(C)C)no1,-5
O=C(Nc1nc(C(=O)N2CCc3ccccc32)co1)c1cnccn1,9
Cc1ccc(NN=C(Sc2nnnn2-c2ccccc2)C(=O)c2ccccc2)cc1,-16
O=C(CSCc1ccccc1)N1CCC[C@@H]1CS(=O)(=O)c1ccccc1,-27
CCSc1nnc(NC(=O)c2cnn(-c3nc(C)cc(=O)[nH]3)c2C)s1,-21
NC(=O)C1CCN(C(=O)CC2CSc3nc4c(cnn4-c4ccccc4)c(=O)n32)CC1 (stereo not given),-12
O=C(NCCS(=O)(=O)N1CCc2ccccc2C1)c1ccccc1C(F)(F)F,-14&-23
COc1ccccc1-n1nnc(C(=O)OCc2cccc(F)c2)c1C,-14
CCOc1cc(C(=O)Nc2ccccc2Cc2nc(C)no2)cc(OCC)c1OCC,-4
O=c1ccc(-c2ccncc2)nn1CCCNS(=O)(=O)c1ccc2c(c1)OCCO2,-23
CCc1cc(=O)[nH]c(SCCC(C)C)n1,10
CCn1c2ccccc2c2cc(C=NNC(=O)c3cccc(C)c3)ccc21,-19
COc1ccc(OC)c2sc(NC(=O)c3ccco3)nc12,-10
O=C(CNC(=O)c1cccc(Br)c1)NN=Cc1cc(Br)cc(Br)c1O,-6
COCCNC(=S)NCCc1cc2ccc(C)cc2[nH]c1=O,2
CCC(C)Sc1nnc(NC(=O)c2cc(Cl)ccc2OC)s1 (stereo not given),-20
CCOc1cc(C(=O)N2CCC(S(C)(=O)=O)CC2)cc(OCC)c1OCC,0
CCn1cc2c(n1)c(=O)n(Cc1ccccc1)c(=O)n2CC(=O)Nc1ccccc1C(F)(F)F,-8
O=C(Nc1ccc(SCC(=O)N2CCOCC2)nn1)c1ccccc1,10
CCOC(=O)c1ccc(NC(=O)CSc2nnc(CNC(=O)c3cccs3)n2-c2cccc(C)c2)cc1,10
CC1CCCC=CC2CC(O)CC2C(O)C=CC(=O)O1 (stereo not given),-4
COc1ccc(C=NNC(=O)c2nnn(-c3nonc3N)c2-c2cccc(OC)c2)cc1,10
COC(=O)CSC1CCN(S(=O)(=O)Cc2cccc(C(F)(F)F)c2)C1 (stereo not given),13
O=C(NCCc1csc(-n2cccn2)n1)c1ccsc1,-2
C=CCNC(=S)N1CCNC(=O)C1CC(=O)Nc1cccc(Cl)c1 (stereo not given),-10
CC(C)c1ccc(C=NNC(=O)c2nnn(-c3nonc3N)c2CN(C)C2CCCCC2)cc1,2
O=C(NCC(c1ccc2c(c1)OCO2)N1CCN(c2ccccc2F)CC1)C1CC(=O)N(c2ccccc2)C1 (stereo not given),-15
COc1ccc(OC)c(NC(=O)COc2cc(C(C)(C)C)nn2-c2nc(C)cc(C)n2)c1,-5
O=C(CN1CCC(c2nc3ccccc3[nH]2)CC1)Nc1ccccc1C(F)(F)F,-7&-1
O=S(=O)(Nc1cnc(N2CCCC2)nc1)c1ccc(OC(F)(F)F)cc1,-2
C[C@](O)(CNC(=O)Nc1ccccc1C(F)(F)F)c1ccc2c(c1)OCO2,-12
CN1C(=O)NC2(CCN(CC(=O)NCC3CCCO3)CC2)C1=O (stereo not given),-8
O=C(c1cc(-c2ccco2)on1)N(CC1CCCO1)c1nc2c(C(F)(F)F)cccc2s1 (stereo not given),-17
CSc1ccc(-c2noc(CSc3ccc(-c4ccc(C(C)C)cc4)nn3)n2)cc1,-17
CCCCOc1ccc(C2C(=C(O)c3ccc4c(c3)OCCO4)C(=O)C(=O)N2CCCN2CCOCC2)cc1 (stereo not given),3
Cc1ccc(C)c(S(=O)(=O)NCCc2nc(C3CC3)cc(C(F)(F)F)n2)c1,-5
O=C(COc1ccccc1F)N1CC(S(=O)(=O)c2ccc(Cl)cc2)C1,-5
O=C(NCC#CCN1CCc2ccccc2C1)c1cccc(Br)c1,-3
O=C(NCCn1ccn2nccc12)c1cc2ccccc2o1,3
Cc1cc(C)cc(-n2nnc(C(=O)OCc3cccc(Cl)c3)c2C)c1,-29&-2
CC(=O)N1CCc2[nH]c(=O)ccc2C1,-5
O=C(c1ccc(C(F)(F)F)cc1)N1CCC[C@@H]1CS(=O)(=O)c1ccccc1,-14
O=[N+]([O-])c1ccc(CSc2nnc(-c3cccs3)n2-c2ccccc2)cc1,11
O=C(c1ccc(F)cc1F)N1CCC(Oc2ccc(C(F)(F)F)cn2)CC1,-5

# 22 entries from above, with bars between the fields:
Structure | PriA SSB inh
COc1ccc(C=NNC(=O)c2nnn(-c3nonc3N)c2-c2cccc(OC)c2)cc1 | 10
COC(=O)CSC1CCN(S(=O)(=O)Cc2cccc(C(F)(F)F)c2)C1 (stereo not given) | 13
O=C(NCCc1csc(-n2cccn2)n1)c1ccsc1 | -2
C=CCNC(=S)N1CCNC(=O)C1CC(=O)Nc1cccc(Cl)c1 (stereo not given) | -10
CC(C)c1ccc(C=NNC(=O)c2nnn(-c3nonc3N)c2CN(C)C2CCCCC2)cc1 | 2
O=C(NCC(c1ccc2c(c1)OCO2)N1CCN(c2ccccc2F)CC1)C1CC(=O)N(c2ccccc2)C1 (stereo not given) | -15
COc1ccc(OC)c(NC(=O)COc2cc(C(C)(C)C)nn2-c2nc(C)cc(C)n2)c1 | -5
O=C(CN1CCC(c2nc3ccccc3[nH]2)CC1)Nc1ccccc1C(F)(F)F | -7&-1
O=S(=O)(Nc1cnc(N2CCCC2)nc1)c1ccc(OC(F)(F)F)cc1 | -2
C[C@](O)(CNC(=O)Nc1ccccc1C(F)(F)F)c1ccc2c(c1)OCO2 | -12
CN1C(=O)NC2(CCN(CC(=O)NCC3CCCO3)CC2)C1=O (stereo not given) | -8
O=C(c1cc(-c2ccco2)on1)N(CC1CCCO1)c1nc2c(C(F)(F)F)cccc2s1 (stereo not given) | -17
CSc1ccc(-c2noc(CSc3ccc(-c4ccc(C(C)C)cc4)nn3)n2)cc1 | -17
CCCCOc1ccc(C2C(=C(O)c3ccc4c(c3)OCCO4)C(=O)C(=O)N2CCCN2CCOCC2)cc1 (stereo not given) | 3
Cc1ccc(C)c(S(=O)(=O)NCCc2nc(C3CC3)cc(C(F)(F)F)n2)c1 | -5
O=C(COc1ccccc1F)N1CC(S(=O)(=O)c2ccc(Cl)cc2)C1 | -5
O=C(NCC#CCN1CCc2ccccc2C1)c1cccc(Br)c1 | -3
O=C(NCCn1ccn2nccc12)c1cc2ccccc2o1 | 3
Cc1cc(C)cc(-n2nnc(C(=O)OCc3cccc(Cl)c3)c2C)c1 | -29&-2
CC(=O)N1CCc2[nH]c(=O)ccc2C1 | -5
O=C(c1ccc(C(F)(F)F)cc1)N1CCC[C@@H]1CS(=O)(=O)c1ccccc1 | -14
O=[N+]([O-])c1ccc(CSc2nnc(-c3cccs3)n2-c2ccccc2)cc1 | 11

# Continued:
SMILES,PriA SSB inh
O=C(NCCn1ccc(-c2cccs2)n1)c1ccc(Cl)s1,-8
COc1ccc(CCC(=O)Nc2ccccc2Cc2nc(C)no2)cc1,-15
Cc1cccc2sc(NNC(=O)c3cc4ccccc4oc3=O)nc12,9
O=C(NCCc1ccccc1)N1CCCSC[C@@H]1CN1CCCC1,-9
COc1cc(OC)cc(C(=O)Nc2cc(-c3ccc(OC)nn3)ccc2C)c1,-2
CCOC(=O)CSc1nc2ccc(N3CCOCC3)cc2c(=O)n1CCc1ccccc1,-3
O=C(Nc1ccc2c(c1)C(=O)N1CCCC[C@H]1CCO2)c1cncc(Br)c1,-5
O=C(Nc1ccc(-c2nc3ccccc3[nH]2)cc1)c1ccno1,-1
COc1ccc(C(=O)N2CCS[C@H](c3ccccc3)CC2)cc1F,1
CCCN1CCCc2cc(CCNS(=O)(=O)c3ccc(OC)cc3)ccc21,62*
O=C(NN=Cc1ccccc1OC(F)F)C1=COCCO1,-6
CCOC(=O)N1CCc2c(nc(-c3ccc(F)cc3)n(CC(=O)Nc3c(C)cc(C)cc3C)c2=O)C1,-4
CC(=NNc1ccc([N+](=O)[O-])cc1[N+](=O)[O-])C(C)(C)C(C(=O)O)C(=O)O,12
CC1CCN(S(=O)(=O)c2ccc(NC(=S)NC(=O)C3CCCCC3)cc2)CC1,13
C=CCOC(=O)C1=C(C)N=c2sc(=C3C(=O)N(CC(=O)O)c4ccccc43)c(=O)n2C1c1ccc(OC)cc1 (stereo not given),19
COc1ccccc1/C=N\Nc1nc(-c2ccccc2)c2cc(Cl)ccc2n1,-1
O=C(c1ccc[nH]c1=O)N1CCN(c2cc3c(nn2)CCCC3)CC1,4
Cc1nc(-n2cccc2)sc1C(=O)N1CCc2cnc(N3CCOCC3)nc2C1,6
O=C(Nc1ccc(OC(F)(F)F)cc1)c1ccc(=O)[nH]n1,-21
Cc1cccc(-n2c(SCC(=O)Nc3c(Cl)cccc3Cl)nnc2-c2ccc(Cl)cc2Cl)c1,-12
O=C(Cn1cc(-c2nnc(-c3ccco3)o2)c2ccccc21)N1CCCC1,-6
Cc1noc(C)c1CC(=O)NCc1sc2nc(-c3ccc(F)cc3)cn2c1C,-7
NS(=O)(=O)c1ccc(C(=O)Nc2cccc(-c3cn4c(n3)SCC4)c2)cc1,10
CCOc1ccc(NC2CC(=O)N(C(C)c3ccccc3)C2=O)cc1 (stereo not given),40
NC(=O)C(=NOC(=O)c1ccco1)c1nc(-c2ccc(Br)cc2)cs1,-16
CCn1nc(C(=O)Nc2nc(-c3ccc(OC)cc3)c(C)s2)cc1C,-5
COc1cc(NC(=O)N2CCC(c3nn(C)c(=O)n3C3CC3)CC2)cc(OC)c1OC,9
COC(=O)N1CCc2c(sc(NC(=O)c3ccc(F)cc3)c2C(N)=O)C1,-13
COc1ccc(Cl)cc1NC(=O)NCc1nc(C)cc(N2CCOCC2)n1,-17
CCOc1ccc(OCCNS(=O)(=O)c2ccc(C(F)(F)F)cc2)cc1,-2
S=C(Nc1ccc2nccnc2c1)N1CCCCCC1,22
CCN(C(N)=Nc1nc(C)cc(C)n1)c1ccccc1,0
COc1ccc(NC(=O)c2cccn(Cc3cccc(F)c3)c2=O)c(OC)c1,6
CC(=O)N(Cc1ccccn1)c1nc2ccccc2s1,13
COc1ccc(NC(=O)c2cccc(-n3cnc4c(sc5nc(C)cc(C)c54)c3=O)c2)c(OC)c1,-12
CO[C@@H](CNC(=O)c1ccc(N(C)C)cc1)c1ccccc1C,-3
Cc1nn2c(Nc3ccccc3)nnc2[nH]c1=O,-16
O=C(Cn1nc(-c2cccs2)c2sc(N3CCCCC3)nc2c1=O)OCc1ccccc1,11
O=S(=O)(NCCc1nc2ccccc2[nH]1)c1ccc(Cl)cc1,2
O=C(Nc1nnc(-c2cccs2)o1)c1cccc(N2C(=O)CCC2=O)c1,0
COc1ccc(CCNCC(O)Cn2c3ccccc3n3c(=O)cc(C)c(C#N)c23)cc1OC (stereo not given),-3
O=C(NCC(c1ccco1)N1CCc2ccccc2C1)C(=O)Nc1ccc2c(c1)OCCO2 (stereo not given),-31
CSc1ccc(-c2noc(CSc3nc4cc5c(cc4c(=O)n3C3CC3)OCO5)n2)cc1,-6
O=C(Cn1cnc2ccccc21)NCc1cccc(Oc2ccc(F)cc2)c1,-4
COc1ccc(S(=O)(=O)NC[C@@H](c2ccco2)N2CCN(c3ccccc3F)CC2)cc1C,-4
CCCC(=O)Nc1ccc(C(=O)NCCNC(=O)c2ccc(F)c(F)c2)cc1,-4
CN(C)S(=O)(=O)c1ccc(C(=O)Nc2ccc(SCC(=O)N3CCCC3)nn2)cc1,-2
Clc1ccc2nc(Cl)cc(-c3ccccc3)c2c1,-7
O=C(CCSc1ccccc1)N(CCc1cccs1)C1CCOCC1,-10
Cc1ccc(SCCCC(=O)Nc2nnc(-c3ccn(C(C)C)n3)o2)cc1,-6
O=C(c1cc(=O)c2ccccc2o1)N1CCC(CSC2=NCCS2)CC1,-6
COc1cc(C=NNC(=O)c2ccoc2C)cc(OC)c1O,-3
O=S(=O)(NCC1(Sc2ccccc2)CCOCC1)c1ccc(OC(F)(F)F)cc1,-8
O=C(NCCC1=CCCCC1)c1cc(=O)[nH]c2ccc(S(=O)(=O)N3CCCCCC3)cc12,-8
O=C(CSc1nnc(NC(=O)Nc2ccccc2)s1)Nc1nccs1,9
CC1Cc2cc(C(O)=C3C(=O)C(=O)N(CCCn4ccnc4)C3c3ccc([N+](=O)[O-])cc3)ccc2O1 (stereo not given),6
COc1ccc2c(=O)c(Oc3ccc(C(=O)N4CCOCC4)cc3)coc2c1,-23
Cc1onc(-c2ccccc2)c1C(=O)NN=Cc1ccccc1OC(C)C,-16
COc1cc(C=Nn2c(-c3ccccc3)n[nH]c2=S)cc(OC)c1OC,-2
COc1ccc(N=NC(=CO)C(=O)c2cccs2)cc1,9
COC(=O)c1ccc(C(=O)NCc2cccnc2-c2cccs2)cc1,-19
CC1CC(C)CN(S(=O)(=O)c2ccc(C(=O)N3CCN(C(=O)c4ccc(S(=O)(=O)N5CC(C)CC(C)C5)cc4)CC3)cc2)C1 (stereo not given),-31&-17
